ALOX15B inhib – inhibitors of human 15-lipoxygenase 2 (ALOX15B); O15296; purified 15hLO-2, xylenol orange hydroperoxide absorbance; actives 0.56% (n = 110,000); Potency, µM (titrated, usually from 57.1 µM), inactives show at the highest dose activity change, negative = inhibition, usual class: inhibitors; further: potency means the concentration at half of the fitted maximal effect; nearly all actives have a fitted effect of over 60% in size; many of its hits are not listed in these tables
Target sequence (O15296 whole entry, looked up): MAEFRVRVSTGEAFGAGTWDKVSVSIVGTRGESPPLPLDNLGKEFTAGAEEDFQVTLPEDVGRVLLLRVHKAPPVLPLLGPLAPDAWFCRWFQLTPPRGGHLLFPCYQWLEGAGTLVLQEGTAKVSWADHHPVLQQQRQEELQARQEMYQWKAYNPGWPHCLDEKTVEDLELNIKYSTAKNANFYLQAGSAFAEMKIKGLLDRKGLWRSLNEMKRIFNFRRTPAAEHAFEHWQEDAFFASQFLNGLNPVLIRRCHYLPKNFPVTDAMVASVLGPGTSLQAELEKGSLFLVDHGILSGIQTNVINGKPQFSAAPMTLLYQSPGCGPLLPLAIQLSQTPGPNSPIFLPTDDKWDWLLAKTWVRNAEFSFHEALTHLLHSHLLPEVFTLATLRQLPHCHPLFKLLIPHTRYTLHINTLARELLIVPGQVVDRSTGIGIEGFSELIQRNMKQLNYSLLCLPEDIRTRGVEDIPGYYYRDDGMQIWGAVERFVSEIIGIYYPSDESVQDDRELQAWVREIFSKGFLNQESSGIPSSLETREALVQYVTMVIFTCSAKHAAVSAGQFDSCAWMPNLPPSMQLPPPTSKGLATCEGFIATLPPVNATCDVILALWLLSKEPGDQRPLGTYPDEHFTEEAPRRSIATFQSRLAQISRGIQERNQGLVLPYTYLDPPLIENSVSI
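Screening format was qHTS against 50 nM purified 15hLO-2 in Hepes pH 7.5 with detergent. Activity follows hydroperoxide formation from 45 uM arachidonic acid, measured as 573:405 nm absorbance ratio of the ferric-xylenol orange complex.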
ALOX12 inhib – inhibitors of human 12-lipoxygenase (ALOX12); P18054; purified 12-hLO, xylenol orange hydroperoxide absorbance; Potency, µM (top dose mostly 57.1 µM), without a hit: at the top dose activity change, negative = inhibition, hits mostly inhibitors; actives 0.12% (n = 150,000); further: potency means the concentration at half of the fitted maximal effect; nearly all actives have a fitted effect of over 55% in size; many of its hits are not listed in these tables
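Hydroperoxide formation by human 12-lipoxygenase from 40 uM arachidonic acid was followed colorimetrically via ferric-xylenol orange complex, using the 573/405 nm absorbance ratio. Enzyme concentration was 150 nM, with 30 min reaction at room temperature.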
PNC inhibitor – inhibitors of perinucleolar compartment assembly; PC3M PTB-GFP, PNC prevalence imaging, 16 h; active compounds read low; AID 2417; actives 3.1% (n = 140,000); activity change (PNC), negative = inhibition, % at 10 µM;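 active means readout at or below -70, meaning at least 70% loss of cells showing the perinucleolar compartment, a nuclear body marking cancer cells; inconclusive means readout between -30 and a set limit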;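 further: plate controls were DMSO wells for no effect and camptothecin positive control wells for full effect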
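PC3M cells stably expressing PTB-GFP, 750–1000 cells/well, treated 16 h at 37 °C with compound (23 nl of library stock), in duplicate. After paraformaldehyde fixation and Hoechst stain, imaged at 20x; PNC prevalence scored by image analysis.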
IMPase inh – membrane-permeable compound that blocks inositol monophosphatase | P97697 | CHO-M1 cells, IP1 accumulation, HTRF TR-FRET ratio | inhibition (IP1 accumulation), % at 46.1 µM | 120,000 tested, under 10 active | AID 901; active means well fitted curve in the direction sought with a large enough effect in the signal ratio, not every such curve was filed as active; inconclusive means small, poorly fitted or top-dose-only effect, or a change in a side signal; inactive means no such curve, though single readings can be large or run the other way; the % refers to the signal ratio;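 further: cells stimulated with carbachol in lithium chloride buffer; plate controls were DMSO basal wells for no effect and reference inhibitor wells for full effect; higher means more IMPase inhibition seen as more IP1 and lower FRET ratio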
Target sequence (P97697 whole entry, looked up): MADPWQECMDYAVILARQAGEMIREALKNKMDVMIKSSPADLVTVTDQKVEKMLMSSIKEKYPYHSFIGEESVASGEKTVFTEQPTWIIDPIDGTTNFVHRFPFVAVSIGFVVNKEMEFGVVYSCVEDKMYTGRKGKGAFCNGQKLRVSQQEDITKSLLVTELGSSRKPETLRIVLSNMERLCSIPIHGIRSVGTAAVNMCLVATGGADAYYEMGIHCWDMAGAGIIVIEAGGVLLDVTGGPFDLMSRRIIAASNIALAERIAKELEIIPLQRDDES
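In this qHTS, compounds (final up to 46 uM) act on CHO-M1 cells that are then activated through the M1 receptor with carbachol, in pH 7.4 buffer containing 50 mM LiCl, for 30 min. IP1 accumulation is quantified by the IP-One immunoassay.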
* = called active by the depositor; ? = inconclusive; nt = not tested or not shown; & = joins results of further samples; [ ] = another dose, or the depositor's remark. Unless noted, the call rests on the fitted dose curve; in most records, active means well fitted curve in the direction sought with a large enough effect; inconclusive means small, poorly fitted or top-dose-only effect, or another doubt; inactive means no such curve, though single readings can be large; an effect the other way counts as inactive or inconclusive. Unless noted, on the % scale 0 is the no-effect control and ±100 the full control effect. Not all compounds are listed (hit frequency here may not be typical).

ALOX15B inhib,ALOX12 inhib,PNC inhibitor,IMPase inh,canonical_smiles
nt,-1%,?,nt,Cc1sc(NC(=O)c2ccccc2F)c(CN2CCCCC2)c1C
nt,-3%,-26,nt,Cc1ccsc1C1Nc2ccccc2-c2nc3ccccc3n21 (stereo not given)
-5%,0%,31,3,COc1ccc(OC)c(NC(=O)CNC(=O)c2cccs2)c1
0%,-1%,-6,-3,O=C1C2ON(c3ccccc3)C(c3ccccc3F)C2C(=O)N1c1ccccc1 (stereo not given)
nt,0%,19,nt,O=C(O)/C=C\c1cccc(-n2cnnn2)c1
-5%,17%,-26,1,c1ccc2c(c1)[nH]c1nc(SCCN3CCOCC3)nnc12
-3%,0%,3,1,Cc1nnc(SC(C)C(=O)Nc2ccc(Cl)cn2)n1Cc1ccccc1 (stereo not given)
-11%,11%,?,2,CCOC(=O)Cc1csc(NC(=O)CSc2nnc(-c3ccc(OC)cc3)n2C)n1
-14%,-3%,20,2,COC(=O)c1cc(OC)c(OC)cc1NC(=S)Nc1cccc(Cl)c1
3%,7%,-13,-5,CC(=O)Nc1ccc(-c2nc3c(C)cccc3[nH]2)cc1

(further entries)
ALOX15B inhib,ALOX12 inhib,PNC inhibitor,IMPase inh,canonical_smiles
5%,0%,20,2,O=c1cc(N2CCN(c3ccccc3)CC2)[nH]c(=O)n1Cc1ccc(F)cc1
6%,1%,15,0,COC(=O)c1cn(NC(=O)c2cnccn2)c(=O)c2ccccc12
nt,-2%,?,-2,CCc1ccc2nc(SCC(=O)N3CC(=O)Nc4ccccc43)c(C#N)cc2c1
nt,3%,?,nt,CCCCNC(=O)/C(=C/c1ccccc1)NC(C)=O
nt,-1%,1,nt,O=C(C1=C[C@@H]2[C@H]3C(=O)N(c4ccccc4Cl)C(=O)[C@H]3[C@@H](C(=O)c3ccc(Cl)cc3)N2C=C1)c1ccccc1
-9%,0%,21,0,COc1cccc(/C=N/NC(=O)c2cccc([N+](=O)[O-])c2)c1OS(=O)(=O)c1ccc(C)cc1
1%,-4%,-7,9,COc1ccc(OC)c(NC(=O)c2cc3sccc3n2C)c1
2%,-7%,-14,5,Cc1csc(N(C(=O)c2cccc(S(=O)(=O)N3CCCC3)c2)c2ccccc2)n1
nt,0%,?,nt,CCCCC1S/C(=N/N=C/c2cccs2)NC1=O (stereo not given)
6%,0%,20,-4,Cc1ccc(S(=O)(=O)N2CCCCC2)cc1C(=O)Nc1ncn[nH]1

Carrying on:
ALOX15B inhib,ALOX12 inhib,PNC inhibitor,IMPase inh,canonical_smiles
-21%,-8%,?,8,COc1ccc(NC(=O)CSC2=C(C#N)C(c3ccco3)C3=C(CCCC3=O)N2)c(OC)c1 (stereo not given)
-14%,-11%,24,-2,Cc1ccc(NC(=O)CCNS(=O)(=O)c2ccc3c(c2)oc(=O)n3C)cc1C
0%,1%,19,?,O=C(Nc1cccnc1)Nc1ccccn1
nt,-6%,-26,nt,COc1ccc2c(C)cc(SCC(=O)Nc3nsc(-c4ccc(C)cc4)n3)nc2c1
-1%,0%,?,15,O=C(Cn1nc(C(F)F)cc1C1CC1)NCCC1=CCCCC1
-25%,-7%,45,11,COc1ccc(C(C)=O)cc1COC(=O)c1ccc(OCc2c(C)noc2C)cc1
2%,-3%,-13,1,CCOC(=O)c1ccc(NC2c3ccccc3C(=O)N2c2ccccn2)cc1 (stereo not given)
-4%,0%,nt,nt,COc1ccc(-n2c(=O)c(C)nc3cnc(Nc4cccc(OC)c4)nc32)cc1
0%,2%,?,6,CCCCCOC(=O)NCC(O)c1ccccc1 (stereo not given)
nt,-5%,48,nt,Clc1cccc(OCCN2CCNCC2)c1

The listing continues.
ALOX15B inhib,ALOX12 inhib,PNC inhibitor,IMPase inh,canonical_smiles
1%,0%,5,3,Cc1cc(C)n(CC(O)COCc2ccco2)n1 (stereo not given)
7%,-9%,?,3,O=C1c2ccccc2CCC12N=NCC2c1ccc(Br)cc1 (stereo not given)
nt,-2%,-16,nt,O=C(CNC1CCCCCC1)c1cccs1
-6%,-1%,-19,1,CS(=O)(=O)N1CCN(C(=O)c2ccc(Br)s2)CC1
14%,10%,28,-1,CS(=O)c1ccccc1-c1nc(-c2cc(C(F)(F)F)cc(C(F)(F)F)c2)no1 (stereo not given)
nt,1%,10,nt,O=S(=O)(NCC1CCCO1)c1ccc(S(=O)(=O)N(Cc2ccccn2)C2CC2)cc1 (stereo not given)
nt,-6%,24,nt,O=C(COC(=O)c1cc(Cl)ccc1[N+](=O)[O-])NCc1ccc(Cl)cc1Cl
nt,-2%,0,nt,CCc1nnc(NS(=O)(=O)c2ccc(N=Cc3c(C)[nH]n(-c4ccc(Cl)cc4)c3=O)cc2)s1
nt,6%,-2,-1,O=C(Cc1ccccc1)Nc1c[nH]c(=O)[nH]c1=O
-6%,9%,4,6,Cn1c(C(=O)O)c(CC(=O)NCc2cccnc2)c2ccccc21

The last three entries of the section before lead into the next:
ALOX15B inhib,ALOX12 inhib,PNC inhibitor,IMPase inh,canonical_smiles
nt,-2%,0,nt,CCc1nnc(NS(=O)(=O)c2ccc(N=Cc3c(C)[nH]n(-c4ccc(Cl)cc4)c3=O)cc2)s1
nt,6%,-2,-1,O=C(Cc1ccccc1)Nc1c[nH]c(=O)[nH]c1=O
-6%,9%,4,6,Cn1c(C(=O)O)c(CC(=O)NCc2cccnc2)c2ccccc21
11%,-17%&-3%,-20,nt,C[C@@H](C(=O)Nc1ccc2ccccc2c1)[C@@H]1C[C@@]1(C)[C@@H](NC(=O)c1cnccn1)c1ccccc1
nt,-3%,-114*,nt,CC(/C=N/Nc1nc(C)cc(C)n1)=C\c1ccc(C(C)C)cc1
6%,-7%,14,1,O=c1cnn(-c2ccccc2)c(-c2ccccc2)c1
nt,-3%,56,nt,N#Cc1c(-c2ccccc2Cl)cc(-c2ccccc2)nc1Br
9%,7%,15,1,CN(C)C(C(=O)NC1CCCCC1)c1ccc(Cl)cc1 (stereo not given)
nt,-1%,20,5,O=C(NCCC1=CCCCC1)C1CCN(C(=O)c2ccc(Br)cc2)CC1
-7%,2%,39,-2,CSC(=NNC(=O)c1ccccc1O)SC
nt,-2%,10,7,COc1ccc(Cc2nnc(NC(=O)c3c(-c4ccccc4)noc3C)s2)cc1OC
-7%,-3%,?,1,COc1ccc(C(=O)n2cnnc2N)cc1
12%,7%,?,5,CC(C)(C)C(=O)COC(=O)CNC(=O)c1ccc(Oc2ccccc2)cc1

Reprinted from the part before: two entries; new compounds follow.
ALOX15B inhib,ALOX12 inhib,PNC inhibitor,IMPase inh,canonical_smiles
-7%,-3%,?,1,COc1ccc(C(=O)n2cnnc2N)cc1
12%,7%,?,5,CC(C)(C)C(=O)COC(=O)CNC(=O)c1ccc(Oc2ccccc2)cc1
-8%,4%,?,-3,COc1ccccc1N(CC(=O)NCCSC(C)(C)C)S(C)(=O)=O
nt,-5%,-8,-2,COc1ccccc1C(=O)NCCCNc1ccc([N+](=O)[O-])cc1
nt,-2%,19,nt,O=C(NCc1ccco1)/C(=C/C=C\c1ccccc1)NC(=O)c1ccc(Br)o1
-3%[11.4 µM],0%,?,-11[1.84 µM],COc1ccc(NC(=O)C2CC(=O)OC2(C)C)cc1 (stereo not given)
6%[11.4 µM],1%[11.4 µM],nt,nt,O=C(CN1C(=O)c2ccccc2C1=O)[C@@H](O)CN1C(=O)c2ccccc2C1=O
-5%,-12%,67,-4,CSc1cccc(NC(=O)CN(C)S(=O)(=O)c2ccccc2)c1
3%,-4%,?,-1,O=C(COC(=O)C1CCCO1)Nc1cccc(C(F)(F)F)c1 (stereo not given)
33%[activator],-21%,-16,-1,CC(C)C1O/C(=N/C(=O)Nc2ccc(Cl)c(Cl)c2)NC1=O (stereo not given)
-8%,-1%,-10,-10,CC(C)(C)NC(=O)CN(C(=O)C1(C)CC(=O)N=C2C=CC=CN21)C1CCCC1 (stereo not given)
-7%,-8%,21,0,O=C(CN1C(=O)C2C3C=CC(C3)C2C1=O)NCc1ccccc1 (stereo not given)

Carrying on:
ALOX15B inhib,ALOX12 inhib,PNC inhibitor,IMPase inh,canonical_smiles
nt,0%,?,-1,COc1cc(CN(C(=S)NCC(=O)NC2CC2)C2CCCC2)cc(OC)c1OC
-5%,0%,89,-4,CN(Cc1n[nH]c(=S)n1C)S(=O)(=O)c1ccccc1
-3%,0%,-14,16,CC(=O)NCCc1ccc(S(=O)(=O)N(C)C2CCS(=O)(=O)C2)cc1 (stereo not given)
nt,-12%,-22,16,CCOC(=O)C(=O)C1=C(N2CCOCC2)/C(=C\c2cccc([N+](=O)[O-])c2)CC1
-6%,0%,-6,-1,Cc1ccc(S(=O)(=O)NCCC(=O)NC2CCCC2)cc1
-14%,-4%,30,3,COc1ccc2occ(NC(C)=O)c2c1
-8%,2%,-27,-6,Cc1c(C#N)c(SCC(N)=O)nc2c1CCCC2
-4%,-2%,25,3,CCOC(=O)C(NC(C)=O)(OCc1ccc(F)cc1)C(F)(F)F (stereo not given)
-3%,6%,77,0,CC(CC(=O)O)CC(=O)Nc1ccc(S(N)(=O)=O)cc1 (stereo not given)
9%,6%,-25,8,CCN1CCN(C(=O)CSCc2nc(-c3ccc(OC)c(OC)c3)oc2C)CC1

(cont.)
ALOX15B inhib,ALOX12 inhib,PNC inhibitor,IMPase inh,canonical_smiles
nt,-5%,-10,?,CCN1CCN(c2nc(C)nc3c2sc(=S)n3C)CC1
-1%,0%,-23,2,CCOc1ccc(N(CC(=O)NCc2ccc(F)cc2)S(=O)(=O)c2c(C)noc2C)cc1
-6%,-5%,-21,-4,COc1ccccc1NC(=O)c1sc2ncn(Cc3ccccc3C)c(=O)c2c1C
-12%,1%,14,1,COc1cc(-c2nc(S(=O)(=O)c3ccccc3)c(N3CCOCC3)o2)cc(OC)c1OC
-13%,-2%,?,0,CC(=O)c1c(C)[nH]c(C(=O)CSc2nnc(-c3ccccc3)o2)c1C
3%,7%,8,1,CN(C)S(=O)(=O)c1ccc(C(=O)Nc2nnc(-c3ccc4c(c3)CCCC4)o2)cc1
-20%&-2%&0%,?,nt,1,COc1c(O)cc2oc3cc(O)c(CC=C(C)C)c(O)c3c(=O)c2c1CC=C(C)C
-21%,-5%,1,1,O=C(O)CCC(=O)N1N=C(c2cccs2)CC1c1cn(-c2ccccc2)nc1-c1ccccc1 (stereo not given)
nt,-3%,-13,-14,CCCNC(=O)c1ccc(Cn2c(=S)[nH]c3c([nH]c4ccc(OC)cc43)c2=O)cc1
0%,10%,44,14,Cc1nn(CC(=O)NCc2cccnc2)c(=O)c2ccccc12

(list continues)
ALOX15B inhib,ALOX12 inhib,PNC inhibitor,IMPase inh,canonical_smiles
-12%,1%,14,5,COc1cccc(/C(O)=C2/C(=O)C(=O)N(CCN3CCOCC3)C2c2cccs2)c1 (stereo not given)
7%,-1%,?,0,CC1(C)N=C(c2ccc(Cl)cc2)C(=O)N1
nt,-13%,-20,5,CC1=C(C(=O)N2CCOCC2)C(c2cccc3ccccc23)NC(=S)N1 (stereo not given)
-3%,8%,-8,0,COC(=O)c1ccccc1NC(=O)c1cccs1
nt,1%,-100*,-7,CC(C)n1c(NCc2c[nH]c3ccccc23)nc2ccccc21
5%,-1%,nt,nt,CCCn1c(-c2ccc(F)cc2)nc2c(N(C)CCN(C)C)nc(C)nc21
-7%[11.4 µM],1%[11.4 µM],nt,nt,CN1CCc2[nH]nc(-c3n[nH]c4c3CN(C)CC4)c2C1
6%,0%,?,-11,COc1cc(S(=O)(=O)N2CCN(c3ccccc3F)CC2)ccc1Cl
6%,-3%,?,-7,CCSc1nc(N)nc(-c2cccs2)c1C#N
5%[11.4 µM],-1%,16,5[1.84 µM],COc1ccc(C2C(C#N)=C(N)OC3=C2C(=O)CCC3)cc1Cn1nc(C)c([N+](=O)[O-])c1C (stereo not given)
0%,-3%,11,-6,Cc1cc(NC(=O)Cc2c(F)cccc2Cl)no1
nt,1%,24,6,Nc1nnc(SCC(=O)NC2CCCCC2)s1
